Tau ThT inhib – blocks human tau fibril formation measured by thioflavin T; P10636; recombinant tau K18 P301L (four-repeat tau fragment), heparin-induced fibrillization, ThT fluorescence; Potency, µM (highest dose often 57.4 µM), for inactives: at the top dose activity, negative = inhibition, usual class: inhibitors; 270,000 tested, 2.1% active; further: on the % scale 0 is the no-effect control and ±100 the full control effect; nearly all actives have a fitted effect of over 55% in size
Target sequence (P10636 561-689 P618L limits assumed): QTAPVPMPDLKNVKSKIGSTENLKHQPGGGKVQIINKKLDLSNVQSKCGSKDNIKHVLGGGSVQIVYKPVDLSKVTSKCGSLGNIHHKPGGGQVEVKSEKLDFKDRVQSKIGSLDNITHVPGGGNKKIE
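Recombinant human tau K18 fragment […] carrying P301L, 15 uM unlabeled plus 0.24 uM Alexa 594-labeled, was fibrillized with 20 uM heparin in 100 mM sodium acetate pH 7 for 6 hr at 37 C; 30 uM ThT fluorescence read after 1 hr.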
RECQ1 inh – RECQ1 (human) helicase inhibition; P46063; RECQ1 DNA unwinding, red fluorescence kinetic read; Potency, µM (series often up to 57.3 µM), inactives show at the top dose activity, negative = inhibition, usual class: inhibitors; 240,000 tested, 0.54% active;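 further: plate controls were vehicle for no effect and no enzyme for full effect; nearly all actives have a fitted effect of over 30% in size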
Target sequence (P46063 whole entry, looked up): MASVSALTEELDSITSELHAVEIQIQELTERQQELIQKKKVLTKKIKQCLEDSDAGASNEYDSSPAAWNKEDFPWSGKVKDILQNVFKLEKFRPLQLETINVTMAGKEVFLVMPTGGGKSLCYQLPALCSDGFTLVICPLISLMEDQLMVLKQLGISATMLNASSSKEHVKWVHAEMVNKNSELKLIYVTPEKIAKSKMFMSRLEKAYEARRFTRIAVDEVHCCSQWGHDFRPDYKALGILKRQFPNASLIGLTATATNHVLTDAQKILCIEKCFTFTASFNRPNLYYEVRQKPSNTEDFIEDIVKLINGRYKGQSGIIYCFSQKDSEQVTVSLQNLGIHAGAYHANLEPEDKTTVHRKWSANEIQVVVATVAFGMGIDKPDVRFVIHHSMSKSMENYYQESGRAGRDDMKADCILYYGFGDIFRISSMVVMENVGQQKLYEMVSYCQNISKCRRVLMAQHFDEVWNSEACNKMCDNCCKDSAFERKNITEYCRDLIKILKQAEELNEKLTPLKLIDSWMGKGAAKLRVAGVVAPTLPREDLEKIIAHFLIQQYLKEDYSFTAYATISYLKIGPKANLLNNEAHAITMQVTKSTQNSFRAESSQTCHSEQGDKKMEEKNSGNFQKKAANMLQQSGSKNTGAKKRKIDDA
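50 nM RECQ1T1 preincubated 15 min with compound in Tris pH 8.0 buffer with MgCl2, DTT, Tween-20 and 2.5 ug/ml poly(dI-dC); started with 200 nM TAMRA/BHQ-2 forked duplex and 2 mM ATP. Unwinding read as fluorescence (525/598 nm), two reads 2 h apart.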
SMN2 splice up – enhancers of SMN2 splice variant expression; HEK293 SMN2-luciferase splicing reporter, luminescence, 30-36 h; Potency, µM (titrated, usually from 46.1 µM), without a hit: at the highest dose activity change, positive = activation, most hits filed as activators; 210,000 tested, 2.8% active; AID 1458; further: % of control where 0% means no effect; nearly all actives have a fitted effect of over 55% in size
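HEK293 cells carry an SMN2 […]–luciferase reporter in which exon 7 inclusion puts luciferase in frame. Cells were plated 10-12 h before compound addition, then incubated 30-36 h at 37C. ONE-Glo luminescence was read; sodium butyrate at 4.5 mM final served as control.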
Starred values were filed as active, the others as inactive; i = inactive; ? = inconclusive; nt = not tested or not shown; & = joins results of further samples; [ ] = another dose, or the depositor's remark. The call rests on the fitted dose curve; in most records, active means well fitted curve in the direction sought with a large enough effect; inconclusive means small, poorly fitted or top-dose-only effect, or another doubt; inactive means no such curve, though single readings can be large; an effect the other way counts as inactive or inconclusive. Potency means the concentration at half of the fitted maximal effect. This is a subset (hit frequency here may not be typical).

No.	compound	Tau ThT inhib	RECQ1 inh	SMN2 splice up
1	O=S(=O)(O)c1ccc2c(c1)-c1nc-2nc2[nH]c(nc3nc(nc4[nH]c(n1)c1ccc(S(=O)(=O)O)cc41)-c1ccc(S(=O)(=O)O)cc1-3)c1ccc(S(=O)(=O)O)cc21	nt	0.56µM*	nt
2	COc1cc(/C=C/C(=O)c2ccc(O)cc2O)ccc1O	nt	-22%	nt
3	CC[C@H](C)[C@H](NC(=O)[C@H](N)Cc1ccc(O)cc1)C(=O)N[C@@H](CC(N)=O)C(=O)N[C@@H](CC(C)C)C(=O)N[C@H](C(=O)N[C@@H](C(=O)N[C@@H](CCCN=C(N)N)C(=O)N[C@@H](CCC(N)=O)C(=O)N[C@@H](CCCN=C(N)N)C(=O)N[C@H](Cc1ccc(O)cc1)C(N)=O)[C@@H](C)O)[C@@H](C)CC	nt	-13%	nt
4	CCC1CCCCC1	nt	-15%	nt
5	CC1CC=CC2C1C(=O)N(Cc1ccccc1)C2c1ccc(F)c(-c2ccc(N(C)C)cc2)c1 (stereo not drawn)	nt	-17%	nt
6	CSCC[C@H](NC(=O)c1ccc(NC[C@@H](N)CS)cc1-c1ccccc1)C(=O)O	nt	-8%	nt
7	COc1cccc(C2=Nn3c(nnc3-c3cccc(OC)c3OC)SC2)c1	nt	-6%	nt
8	Nc1ccccc1S(=O)(=O)Nc1cccc2cccnc12	nt	-3%&7%	nt
9	CC[C@H](C)[C@H](NC(=O)[C@H](CCC(=O)O)NC(=O)[C@@H](N)CO)C(=O)N[C@@H](CCC(N)=O)C(=O)N[C@@H](CC(C)C)C(=O)N[C@@H](CCSC)C(=O)N[C@@H](Cc1cnc[nH]1)C(=O)N[C@@H](CC(N)=O)C(=O)N[C@@H](CC(C)C)C(=O)NCC(=O)N[C@@H](CCCCN)C(=O)N[C@@H](Cc1cnc[nH]1)C(=O)N[C@@H](CC(C)C)C(=O)N[C@@H](CC(N)=O)C(=O)N[C@@H](CO)C(=O)N[C@@H](CCSC)C(=O)N[C@@H](CCC(=O)O)C(=O)N[C@@H](CCCNC(=N)N)C(=O)N[C@H](C(=O)N[C@@H](CCC(=O)O)C(=O)N[C@@H](Cc1c[nH]c2ccccc12)C(=O)N[C@@H](CC(C)C)C(=O)N[C@@H](CCCNC(=N)N)C(=O)N[C@@H](CCCCN)C(=O)N[C@@H](CCCCN)C(=O)N[C@@H](CC(C)C)C(=O)N[C@@H](CCC(N)=O)C(=O)N[C@@H](CC(=O)O)C(=O)N[C@H](C(=O)N[C@@H](Cc1cnc[nH]1)C(=O)N[C@@H](CC(N)=O)C(=O)N[C@@H](Cc1ccccc1)C(=O)O)C(C)C)C(C)C	nt	-10%	nt
10	CCOC(=O)CN(C)C(=O)C1CCCN1C(=O)OC(C)(C)C (stereo not drawn)	nt	-7%	nt
11	CCCC/C=C/[C@H](c1ccccc1)[C@H](CO)Cc1cnc2ccccc2c1	nt	-7%	nt
12	Cc1ccc(F)c(C2C3C=CCC(C)C3C(=O)N2Cc2ccccc2)c1 (stereo not drawn)	nt	i	nt
13	COc1cc2c(cc1CC=C(C)C)C(=O)C[C@@H](c1ccc(O)cc1)O2	nt	-21%	nt
14	Nc1ncc(O)c(N)n1	nt	-14%	nt
15	CC[C@H](C)[C@H](NC(=O)[C@H](Cc1ccc(O)cc1)NC(=O)[C@H](Cc1cnc[nH]1)NC(=O)[C@H](CCCNC(=N)N)NC(=O)[C@H](CC(C)C)NC(=O)[C@H](C)NC(=O)[C@H](CO)NC(=O)[C@H](Cc1ccc(O)cc1)NC(=O)[C@H](Cc1ccc(O)cc1)NC(=O)[C@H](CCCNC(=N)N)NC(=O)[C@H](C)NC(=O)[C@H](CCSC)NC(=O)[C@H](CC(=O)O)NC(=O)[C@H](CCC(=O)O)NC(=O)[C@H](C)NC(=O)[C@@H]1CCCN1)C(=O)N[C@@H](CC(N)=O)C(=O)N[C@@H](CC(C)C)C(=O)N[C@H](C(=O)N[C@H](C(=O)N[C@@H](CCCNC(=N)N)C(=O)N[C@@H](CCC(N)=O)C(=O)N[C@@H](CCCNC(=N)N)C(=O)N[C@@H](Cc1ccc(O)cc1)C(N)=O)[C@@H](C)O)[C@@H](C)CC	nt	-4%	nt
16	CSCC[C@H](N)C(=O)N[C@@H](CCC(=O)O)C(=O)N[C@H](C(=O)NCC(=O)N[C@@H](Cc1c[nH]c2ccccc12)C(=O)N[C@@H](Cc1ccc(O)cc1)C(=O)N[C@@H](CCCNC(=N)N)C(=O)N[C@@H](CO)C(=O)N1CCC[C@H]1C(=O)N[C@@H](Cc1ccccc1)C(=O)N[C@@H](CO)C(=O)N[C@@H](CCCNC(=N)N)C(=O)N[C@H](C(=O)N[C@H](C(=O)N[C@@H](Cc1cnc[nH]1)C(=O)N[C@@H](CC(C)C)C(=O)N[C@@H](Cc1ccc(O)cc1)C(=O)N[C@@H](CCCNC(=N)N)C(=O)N[C@@H](CC(N)=O)C(=O)NCC(=O)N[C@@H](CCCCN)C(=O)O)C(C)C)C(C)C)C(C)C	nt	-7%	nt
17	CC(=O)OCC(NC(=O)C(COCc1ccccc1)NC(=O)OC(C)(C)C)C1OC(n2cc(C)c(=O)[nH]c2=O)C(OC(C)=O)C1OC(C)=O (stereo not drawn)	nt	-9%	nt
18	CC1COC(=O)O1 (stereo not drawn)	nt	-8%	nt
19	CC(=O)OC1CC[C@@]2(C)C(=CC[C@H]3[C@@H]4CC[C@H](C(C)=O)[C@@]4(C)CC[C@@H]32)C1 (stereo partly drawn)	nt	-4%	nt
20	O=C(NCc1ccccc1)C1(C(F)(F)F)C/C(=C\CCO)CCCO1 (stereo not drawn)	nt	i	nt
21	O=C(O)c1ccc(-c2noc(-c3ccccc3F)n2)cc1	nt	i	nt
22	CC[C@H](C)[C@H](NC(=O)[C@H](CC(C)C)NC(=O)[C@@H](N)CO)C(=O)NCC(=O)N[C@@H](CCCCN)C(=O)N[C@H](C(=O)O)C(C)C	nt	-12%	nt
23	CCCCCCCC/C=C\CCCCCCCCCCCC(=O)O	nt	-23%	nt
24	CN(C)CCCOc1c2ccccc2n(Cc2ccccc2)[n+]1[O-]	nt	-10%	nt
25	CC(C)CC(CSc1ccc(Br)cc1)N1CCN(C)CCC1=O (stereo not drawn)	nt	-7%	nt
26	CCOC(=O)[C@H](CCc1ccccc1)N[C@H]1CCc2ccccc2N(CC(=O)O)C1=O	nt	-6%	nt
27	OCc1cccc(Cl)c1Cl	nt	1%	nt
28	O=S(O)S(=O)(=O)O	nt	-4%	nt
29	CCOc1ccc(C=C2SC(=O)N(CCN)C2=O)cc1	nt	-2%	nt
30	C=C[C@@]1(C)CC[C@H]2C(=CC[C@@H]3[C@]2(C)CCC[C@@]3(C)C(=O)O)C1	nt	-13%	nt

In a second layout: entries from further up
Screens in order: Tau ThT inhib, RECQ1 inh, SMN2 splice up
(29) CCOc1ccc(C=C2SC(=O)N(CCN)C2=O)cc1
 : nt, -2%, nt
(4) CCC1CCCCC1
 : nt, -15%, nt

The list goes on:
No.	compound	Tau ThT inhib	RECQ1 inh	SMN2 splice up
31	O=C(O)CCc1c(C(=O)O)[nH]c2cc(Cl)cc(Cl)c12	nt	-7%	nt
32	COc1ccc(C2CC(c3ccccc3)Oc3cc(C)c(Cl)c(C)c32)cc1 (stereo not drawn)	nt	2%	nt
33	COc1cc(OC)cc(C2=Nn3c(nnc3-c3ccccc3O)SC2)c1	nt	-9%	nt
34	COC(=O)c1c(C)nc(C)c(C(=O)OC)c1-c1ccccc1[N+](=O)[O-]	nt	2%	nt
35	O=C1CN(Cc2ccccc2)S(=O)(=O)c2ccccc21	nt	-3%	nt
36	C=CCC(O)[C@H](Cc1cnc2ccccc2c1)[C@H](/C=C/CCCC)c1ccccc1 (stereo partly drawn)	nt	-8%	nt
37	CC(C)(C)OC(=O)N1CCCC1C(=O)NC1COC2CC(n3ccc(=O)[nH]c3=O)OC12 (stereo not drawn)	nt	-8%	nt
38	Nc1ncnc2c1nc(N1CCCCC1)n2[C@@H]1O[C@@H]2COP(=O)(O)O[C@H]2[C@H]1O	nt	-6%	nt
39	COc1ccc(-c2nc(S(=O)(=O)c3ccccc3)c(N3CCC(C)CC3)o2)cc1	-7%	nt	0%
40	Clc1ccccc1CNc1nc2ccccc2c2nc(-c3ccccc3)nn12	-10%	nt	-4%
41	Cc1ccccc1Cn1c(=O)n(CCCCC(=O)NCCc2ccccc2)c(=O)c2ccccc21	-7%	nt	-7%
42	Cc1ccc(CNC(=O)Cn2c(=O)n(Cc3ccc(F)cc3)c(=O)c3sc4ccccc4c32)cc1	11%	nt	-16%
43	CC(CNC(=O)c1csc2c1CCCCC2)c1ccccc1 (stereo not drawn)	-10%	nt	11µM*
44	COc1ccc(NC(=O)Cn2c(SCc3cc(C)ccc3C)nc3ccncc32)c(OC)c1OC	?	nt	-6%
45	O=C(Nc1ccc(F)cc1F)C1CCN(c2ncccn2)CC1	0%	nt	-3%
46	Cc1cccc(C)c1OCCCn1c(CCNC(=O)C2CCCCC2)nc2ccccc21	?	nt	-11%
47	COc1ccc(-c2cc(C(F)(F)F)nc(SCC(=O)Nc3ccc(O)cc3)n2)cc1OC	?	nt	-7%
48	CCCCn1cc2c(c1-c1ccccc1Br)c(=O)n(C)c(=O)n2C	-13%	nt	7%
49	COc1ccc(NC(=O)c2cc3c(s2)-c2c(C)cccc2OC3)cc1Cl	?	nt	0%
50	Cc1c(CN(C)C(=O)c2cc(-c3ccccc3)nc3ccc(Br)cc23)cnn1C	-17%	nt	-27%
51	CCc1ccc(NC(=O)Cn2c(=O)n(-c3ccc(Cl)c(Cl)c3)c(=O)c3c(C)c(C)sc32)cc1	11%	nt	0%
52	COc1ccc(-c2nc3ccccc3n2Cc2ccc(C(C)C)cc2)cc1	?	nt	-42%[inhibitor]
53	COc1ccc(CCNC(=O)CCCn2c(=O)c3ccccc3n(CC(=O)Nc3cc(Cl)ccc3C)c2=O)cc1OC	4%	nt	3%
54	COc1ccc(NC(=O)Cc2coc3cc(C)cc(C)c23)c(OC)c1	-8%	nt	-3%
55	COc1ccc(COC(=O)C2=C(C)NC(=O)CC2c2cccc(Cl)c2Cl)cc1 (stereo not drawn)	5%	nt	-14%
56	COc1ccccc1NC(=O)c1sc2nc(C)c(C(=O)Nc3ccc(C)cc3C)c(-c3cccs3)c2c1N	-18%	nt	-3%
57	Cc1ccc(CC(=O)NCc2nc(-c3ccccc3)no2)cc1	-4%	nt	-10%
58	Cc1cc(OCC(=O)N(Cc2ccc(N(C)C)cc2)Cc2ccco2)cc(C)c1Cl	?	nt	-27%
59	COc1ccc(CNc2oc(/C=C/c3cc(OC)c(OC)c(OC)c3)nc2C#N)cc1	-14%	nt	?
60	COc1cccc(C(=O)N(Cc2cccc(Cl)c2)Cc2ccco2)c1	-13%	nt	-32%[inhibitor]

Three compounds out of the list above, sorted by the number in RECQ1 inh, descending.
nr | SMILES | Tau ThT inhib | RECQ1 inh | SMN2 splice up
35 | O=C1CN(Cc2ccccc2)S(=O)(=O)c2ccccc21 | nt | -3% | nt
38 | Nc1ncnc2c1nc(N1CCCCC1)n2[C@@H]1O[C@@H]2COP(=O)(O)O[C@H]2[C@H]1O | nt | -6% | nt
33 | COc1cc(OC)cc(C2=Nn3c(nnc3-c3ccccc3O)SC2)c1 | nt | -9% | nt

The list continues:
No.	compound	Tau ThT inhib	RECQ1 inh	SMN2 splice up
61	COc1cc(NC(=O)C(CC(C)C)NS(=O)(=O)c2ccc3c(c2)CCN3C(C)=O)cc(OC)c1 (stereo not drawn)	-4%	nt	9%
62	CC(=O)c1ccc(NC(=O)CCc2c(C)nc3c(c2C)c(=O)n(C)c(=O)n3C)cc1	-12%	nt	6%
63	COc1cccc2cc(C(=O)Nc3ccc(F)c(F)c3)c(=O)oc12	-5%	nt	2%
64	COc1ccc(-n2nc(C(=O)NCCc3ccc(OC)c(OC)c3)c3c4ccccc4n(C)c3c2=O)cc1	-8%	nt	3%
65	CCC(Cc1ccccc1)NC(=O)CN1C(=O)COc2ccc(S(=O)(=O)N3CCCCCC3)cc21 (stereo not drawn)	-4%	nt	2%
66	CCOc1ccc(CCNC(=O)c2cc3c(=O)n(C)c4ccccc4c3n2C)cc1	?	nt	15%

Assay outcomes as filed in PubChem.
